Rin1-Abl PPI inh = inhibitors of Rin1-Abl protein binding, primary screen, biochemical, TR-FRET | Tyrosine-protein kinase ABL1 (Homo sapiens) + Ras and Rab interactor 1 (Homo sapiens), … | inhibition, % at 7.35 µM | 0.4% of 360,000 active | AID 588664, 2011; in the data active = inhibition above about 5%, passing the limit was not always enough
MsrA inh = bovine MsrA enzyme inhibitors, primary screen, biochemical, absorbance, HTS. 0.75% of 360,000 active. Methionine sulfoxide reductase A (Bos taurus). purified bovine MsrA, absorbance read-out. AID 651718, 2012. inhibition, % at 15.5 µM; in the data active = inhibition above about 4.5%;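 also: 0% = vehicle wells with enzyme and 100% = reference inhibitor wells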
CendR NRP1 mod = modulators of CendR peptide binding to NRP-1, primary screen, biochemical, fluorescence polarization, uHTS. 0.85% of 360,000 active. inhibition, % at 25 µM. FAM-RPARPAR peptide binding to NRP-1;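 active = inhibition or corrected inhibition above about 18%, plus a signal ratio from 0.5 to 1.5, limit read from the data, passing the limit was not always enough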; also: strong numbers were not always called active
MT1-MMP act inh = blockers of MT1-MMP proenzyme processing, primary screen, HT1080 RFP-PRO-GFP cells, GFP/RFP fluorescence | Matrix metalloproteinase-14 (Homo sapiens), P50281 | GFP/RFP ratio fluorescence, overnight; percent of plate control window, DMSO zero | GFP/RFP ratio change, % at 20 µM | 0.061% of 360,000 active | AID 651647, 2012;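 active = GFP/RFP ratio change of at least 30% with cell ATP level not reduced by more than half and red fluorescence within 50% of control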; also: strong numbers were not always called active
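Material: RFP-PRO-GFP reporter HT1080 cells. Dosing: single-point 20 µM compound, 1% DMSO. Controls: DMSO and RFP-L50D-GFP cell wells. Timing: cells overnight before dosing, compound overnight, 37 °C, 5% CO2. Measure: GFP/RFP fluorescence ratio.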
FAS TE block = FAS thioesterase domain inhibitors, primary screen, biochemical, fluorescence intensity, uHTS; recombinant FAS-TE, OMFH fluorogenic substrate, fluorescence endpoint; inhibition, % at 15 µM; 0.67% of 360,000 active; AID 602261, 2012;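 active = compounds whose normalised, plate-corrected inhibition of enzyme fluorescence in the single-dose primary screen is 50% or more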;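 also: 0% = DMSO with enzyme and 100% = substrate without enzyme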
Target sequence (P49327 whole entry, looked up, the tested form may be a part): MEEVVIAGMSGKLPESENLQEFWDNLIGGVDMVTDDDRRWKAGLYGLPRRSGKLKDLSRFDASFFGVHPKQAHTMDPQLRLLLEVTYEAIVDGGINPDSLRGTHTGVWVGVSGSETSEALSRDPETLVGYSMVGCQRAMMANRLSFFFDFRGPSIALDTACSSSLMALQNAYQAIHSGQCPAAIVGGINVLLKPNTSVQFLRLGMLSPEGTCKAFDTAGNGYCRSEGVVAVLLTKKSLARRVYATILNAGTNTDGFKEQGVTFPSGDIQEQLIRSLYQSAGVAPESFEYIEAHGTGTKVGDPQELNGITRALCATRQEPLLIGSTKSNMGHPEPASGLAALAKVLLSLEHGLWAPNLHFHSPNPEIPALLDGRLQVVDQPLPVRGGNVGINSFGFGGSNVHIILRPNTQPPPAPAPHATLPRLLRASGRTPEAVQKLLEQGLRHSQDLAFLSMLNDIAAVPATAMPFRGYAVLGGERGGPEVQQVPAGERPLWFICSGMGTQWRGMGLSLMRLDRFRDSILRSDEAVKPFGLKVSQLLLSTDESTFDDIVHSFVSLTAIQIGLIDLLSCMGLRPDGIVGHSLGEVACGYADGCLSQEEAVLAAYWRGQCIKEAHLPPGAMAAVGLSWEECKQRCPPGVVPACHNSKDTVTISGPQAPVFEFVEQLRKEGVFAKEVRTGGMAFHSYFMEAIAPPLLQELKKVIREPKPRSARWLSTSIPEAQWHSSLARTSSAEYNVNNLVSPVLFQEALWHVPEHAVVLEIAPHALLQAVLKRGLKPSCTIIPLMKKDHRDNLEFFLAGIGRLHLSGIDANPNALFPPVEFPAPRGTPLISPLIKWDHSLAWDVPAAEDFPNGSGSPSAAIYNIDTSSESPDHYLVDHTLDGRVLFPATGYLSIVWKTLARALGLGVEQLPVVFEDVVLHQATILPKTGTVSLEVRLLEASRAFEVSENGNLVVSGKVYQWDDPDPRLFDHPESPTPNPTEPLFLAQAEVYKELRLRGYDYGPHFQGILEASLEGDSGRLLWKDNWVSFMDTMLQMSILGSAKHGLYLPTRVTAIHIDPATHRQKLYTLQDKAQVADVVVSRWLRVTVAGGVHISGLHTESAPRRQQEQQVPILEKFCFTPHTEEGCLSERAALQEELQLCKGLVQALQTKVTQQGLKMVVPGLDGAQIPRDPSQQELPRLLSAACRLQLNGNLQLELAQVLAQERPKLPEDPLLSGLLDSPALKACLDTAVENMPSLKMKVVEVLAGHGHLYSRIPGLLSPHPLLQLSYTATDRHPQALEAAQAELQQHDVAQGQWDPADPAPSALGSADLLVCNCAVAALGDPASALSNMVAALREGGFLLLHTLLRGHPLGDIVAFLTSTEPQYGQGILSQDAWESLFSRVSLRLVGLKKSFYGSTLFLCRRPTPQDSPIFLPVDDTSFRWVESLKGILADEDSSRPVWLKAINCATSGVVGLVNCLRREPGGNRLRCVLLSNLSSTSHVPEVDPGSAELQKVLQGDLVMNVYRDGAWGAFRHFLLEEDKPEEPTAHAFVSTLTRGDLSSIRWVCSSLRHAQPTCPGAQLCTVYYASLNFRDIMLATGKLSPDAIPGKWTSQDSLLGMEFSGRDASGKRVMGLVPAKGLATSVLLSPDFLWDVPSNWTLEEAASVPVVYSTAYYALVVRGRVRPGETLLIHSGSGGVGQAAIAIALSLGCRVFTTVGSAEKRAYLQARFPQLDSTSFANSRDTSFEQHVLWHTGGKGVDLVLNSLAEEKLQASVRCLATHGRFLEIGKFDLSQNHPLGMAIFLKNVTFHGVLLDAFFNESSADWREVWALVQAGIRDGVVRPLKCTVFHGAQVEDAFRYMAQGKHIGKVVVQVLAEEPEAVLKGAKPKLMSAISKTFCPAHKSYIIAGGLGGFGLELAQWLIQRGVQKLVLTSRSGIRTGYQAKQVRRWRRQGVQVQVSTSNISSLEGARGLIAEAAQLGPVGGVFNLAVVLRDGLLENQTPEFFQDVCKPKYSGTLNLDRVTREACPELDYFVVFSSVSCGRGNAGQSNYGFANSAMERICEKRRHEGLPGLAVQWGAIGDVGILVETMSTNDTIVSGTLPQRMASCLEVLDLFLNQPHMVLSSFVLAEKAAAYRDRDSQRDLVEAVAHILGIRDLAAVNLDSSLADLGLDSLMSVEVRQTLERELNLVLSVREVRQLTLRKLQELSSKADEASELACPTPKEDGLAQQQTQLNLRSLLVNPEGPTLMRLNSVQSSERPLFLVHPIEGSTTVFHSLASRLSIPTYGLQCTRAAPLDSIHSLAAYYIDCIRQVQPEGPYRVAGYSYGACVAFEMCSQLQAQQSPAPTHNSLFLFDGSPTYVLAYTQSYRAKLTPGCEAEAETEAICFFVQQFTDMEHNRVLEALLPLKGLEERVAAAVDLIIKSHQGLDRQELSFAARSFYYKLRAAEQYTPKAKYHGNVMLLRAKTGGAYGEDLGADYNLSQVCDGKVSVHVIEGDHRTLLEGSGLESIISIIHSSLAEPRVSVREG
eLon inh = inhibitors of E. coli Lon protease, primary screen, biochemical, fluorescence polarization; P0A9M0; AID 602123, 2011; 0.42% of 360,000 active; inhibition, % at 7.94 µM; purified E. coli Lon protease; in the data active = inhibition above about 13%, passing the limit was not always enough;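 also: 0% = enzyme with probe and DMSO and 100% = no enzyme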
MsrA act = bovine MsrA enzyme activators, primary screen, biochemical, absorbance, HTS; Methionine sulfoxide reductase A (Bos taurus); purified bovine MsrA, absorbance read-out; activation, % at 10.6 µM; 0.3% of 360,000 active; AID 602163, 2012; in the data active = activation above about 7.5%;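 also: 0% = vehicle and 100% = reference activator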
Neddyl block = inhibitors of cullin neddylation, primary screen, biochemical, TR-FRET, uHTS, NAE and Ubc12; AID 651699, 2012; calls only at 25 µM; 0.58% of 360,000 active; in the data active = inhibition above about 36%
SKN-1 block = suppressors of acrylamide-induced Pgst-4::GFP reporter in worms, primary screen, SKN-1 inhibitor project, whole organism, uHTS, GFP/RFP fluorescence ratio, strain VP596. AID 624304, 2012. inhibition, % at 21.8 µM. C. elegans VP596 Pgst-4::GFP/RFP ratio, 24 h. 0.49% of 360,000 active;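 active = interference check ratio from 0.5 to 1.5 plus GFP to RFP signal ratio inhibition reaching or exceeding a fixed threshold, cut at about 30% in these data, passing the limit was not always enough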; also: some compounds called inactive have numbers as strong as hits
An asterisk follows results filed as active; i = inactive; . = no result given; + = active, no number; & = joins results of further samples.

| item | molecule | CendR NRP1 mod | eLon inh | MsrA inh | Neddyl block | MT1-MMP act inh | SKN-1 block | FAS TE block | MsrA act | Rin1-Abl PPI inh |
| --- | --- | --- | --- | --- | --- | --- | --- | --- | --- | --- |
| 1 | C[C@@H]1CN([C@@H](C)CO)C(=O)c2cc(N(C)C)ccc2O[C@@H](C)CCCCO[C@@H]1CN(C)Cc1ccc2c(c1)OCO2 | -31 | 1 | 0.1 | i | -4 | 5 | 0 | 0 | -3 |
| 2 | Nc1nc2c(nc(N3CCCCC3)n2[C@@H]2O[C@H](CO)[C@@H](O)[C@H]2O)c(=O)[nH]1 | 7 | -15 | 1.1 | i | 2 | -3 | -1 | 0 | 0 |
| 3 | CCOc1ccc(OCCOCCNCCOC)cc1 | -10 | -8 | -0.4 | i | 1 | -5 | -4 | 0 | 2 |
| 4 | CC(C)NC(=S)Nc1ccc(S(=O)(=O)Nc2ncccn2)cc1 | -4 | -1 | -0.2 | i | 3 | 2 | -13 | -6 | 3 |
| 5 | Cc1ccc(S(=O)(=O)NNC(=O)CC#N)cc1 | 11 | -11 | -1.1 | i | -2 | 9 | -15 | -13 | 7 |
| 6 | CC(C)CC1Nc2ncnc(N3CCN(c4ccccc4)CC3)c2N(Cc2ccccc2)C1=O (centres undefined) | 1&11 | -1&-2 | 0.6 | i | -13&-10 | -5&2 | 16&23 | -8&-4 | 6&5 |
| 7 | COc1ccc(C(=O)C2CCCN(C(=O)C3CCOCC3)C2)cc1OC (centres undefined) | 4 | -12 | 1.1 | i | -5 | 11 | -7 | -3 | -1 |
| 8 | Cc1cccc(C)c1Nc1c(-c2ccccn2)nc2ccccn12 | -9 | -8 | 1.1 | + | 2 | -9 | 9 | 0 | -2 |
| 9 | CCOC(=O)N1CCN(C(=O)c2cc(-c3ccc(OCC)cc3)nc3ccccc23)CC1 | -1 | 3 | 0.7 | . | 1 | 14 | 16 | -3 | -3 |
| 10 | O=C1Nc2ccc(Br)cc2/C1=C/C(=O)c1ccccc1 | 5 | -14 | -0.9 | i | -8 | 2 | 4 | -2 | 3 |
| 11 | Cc1ccc(NC(=S)NCc2ccc3c(c2)OCO3)c(C)c1 | 9 | -4 | -0.5 | i | 2 | -8 | 3 | 5 | 1 |
| 12 | O=C(CCC(NC(=O)OCc1ccccc1)C(=O)OCC(=O)N1CCCCC1)OCC(=O)N1CCCCC1 (centres undefined) | 1 | 6 | 0.5 | i | 3 | -2 | -4 | 1 | 0 |
| 13 | Cc1ccc(C)c(NS(=O)(=O)c2ccc(NC(=O)c3ccco3)cc2)c1 | -1 | 3 | 0.3 | i | -3 | -14 | 5 | 0 | -5 |
| 14 | CCOCc1nnc(NC(=O)c2cccc(OC)c2)s1 | -11 | 5 | 1.2 | i | -1 | 4 | -7 | 0 | 0 |
| 15 | O=C(NCCOc1nc(N2CCCCC2)nc(N2CCOCC2)n1)Nc1ccccc1 | -9 | 0 | 0.4 | i | 6 | 5 | 2 | -2 | 1 |
| 16 | CCOc1ccc(OCC)c(S(=O)(=O)NCc2cccnc2)c1 | -6 | -10 | -0.3 | i | 8 | -12 | -5 | 1 | -1 |
| 17 | CN(C)S(=O)(=O)c1cccc(NC(=S)NNC(=O)c2cc3ccccc3cc2O)c1 | -1 | -4 | 1.1 | i | 15 | 2 | 11 | 1 | 4 |
| 18 | COc1ccccc1CNC(=O)CN1C(=O)c2ccccc2S1(=O)=O | 6 | 7 | -0.1 | i | -1 | 4 | -1 | -2 | -2 |
| 19 | COc1ccc(S(=O)(=O)Nc2cccc(-c3ccc4nncn4n3)c2)c(OC)c1 | 4 | -4 | -0.5 | i | 3 | 24 | 0 | -2 | -1 |
| 20 | N#CC1(c2c(O)nc3n(c2=O)CCCS3)CCCCC1 | -12 | 2 | 0.2 | i | 3 | 10 | -8 | -13 | 3 |
| 21 | C=CCNC(=O)CSc1nc2sc3c(c2c(=O)n1CCC)CCC3 | 2 | -8 | 0.0 | i | 4 | 0 | 2 | -1 | 1 |
| 22 | COc1cc(/C=N/Nc2ccc(Cl)nn2)cc(OC)c1O | 12 | 9 | 4.4 | i | 4 | -13 | 1 | -4 | 2 |
| 23 | O=C(CN(C(=O)CNC(=O)c1ccco1)c1ccc2c(c1)OCCO2)NC1CCCC1 | 21* | 10 | -0.2 | i | 1 | -13 | -2 | -2 | 4 |
| 24 | Cc1ccc(-c2nnn(CC(=O)N(CC(=O)NC3CCCC3)c3cccc(F)c3)n2)o1 | -4 | -11 | 1.8 | i | -2 | -7 | 0 | -1 | 4 |
| 25 | O=[N+]([O-])c1ccc2[nH]c(=S)sc2c1 | 9 | -11 | 1.4 | i | -1 | -13 | 3 | 9.6* | -3 |
| 26 | Cc1ccc(OC(=O)CCC(=O)NC(C)c2ccccc2)cc1 (centres undefined) | -6 | 10 | 0.1 | i | -12 | 1 | 0 | 0 | -3 |
| 27 | Cc1onc(-c2c(F)cccc2Cl)c1C(=O)OCC(=O)Nc1cccc(S(=O)(=O)N(C)C)c1 | 5 | 4 | 0.0 | i | 1 | -5 | 22 | -1 | 0 |
| 28 | CCOc1ccc(C(=O)NC(=S)Nc2ccc(N3CCOCC3)c(Cl)c2)cc1[N+](=O)[O-] | -10 | -8 | 1.7 | i | -3 | 10 | 39 | -4 | -1 |
| 29 | Cc1nc2ccc(NC(=O)c3cncc(Br)c3)cc2s1 | 6 | 2 | -1.9 | i | -8 | -2 | -2 | -4 | -2 |
| 30 | CC(C)CCNC(=O)C(Cc1ccccc1)NS(=O)(=O)c1ccc2c(c1)c(=O)n(C)c(=O)n2C (centres undefined) | 1 | -5 | 0.1 | i | -3 | -5 | 4 | 1 | -1 |

(continued)
| item | molecule | CendR NRP1 mod | eLon inh | MsrA inh | Neddyl block | MT1-MMP act inh | SKN-1 block | FAS TE block | MsrA act | Rin1-Abl PPI inh |
| --- | --- | --- | --- | --- | --- | --- | --- | --- | --- | --- |
| 31 | COC(=O)COc1cccc2c(=O)n(CC(=O)N3CCCCC3)ccc12 | 8 | 6 | -0.3 | i | 4 | -3 | -5 | -4 | -1 |
| 32 | Cc1c(Cl)cnc(NC(=O)COC(=O)/C=C/c2ccco2)c1Cl | -51 | -21 | 0.3 | i | -10 | 16 | 4 | -2 | 3 |
| 33 | CCOC(=O)c1c(C)c(C(=O)Nc2ccc3c(c2)OCCO3)c(C)n1CC | 5 | 0 | 1.4 | i | -4 | 6 | 2 | -1 | -2 |
| 34 | CCCCc1nc(Cl)c(CO)n1Cc1ccc(-c2ccccc2-c2nnn[nH]2)cc1 | -10 | -6 | 0.3 | i | 1 | -4 | 0 | -1 | -3 |
| 35 | COc1ccc(NC(=O)C2(C)CCN2Cc2ccc3ccccc3c2)cc1OC (centres undefined) | -1 | -4 | -0.3 | i | -1 | 16 | 18 | 1 | -4 |
| 36 | C=CC[N+]1(CC#CCOC(c2ccccc2)c2ccccc2)CCOCC1 | -1 | -9 | 0.2 | i | 0 | 1 | -4 | -3 | 1 |
| 37 | COc1ccc2nc(N=Nc3ccc(N(C)C)cc3)sc2c1 | 3 | 3 | -0.5 | i | 40 | -8 | 0 | 3 | 1 |
| 38 | CCS(=O)(=O)N1CCN(c2ccc([N+](=O)[O-])c(NC(C)c3ccccc3)c2)CC1 (centres undefined) | 11 | 4 | 7.3* | i | -2 | 9 | 41 | -4 | -7 |
| 39 | NC(=O)c1ccccc1NC(=O)CN1CCOCC1 | -7 | -7 | 1.1 | i | 3 | -12 | -6 | -1 | 5 |
| 40 | CC1CCN(S(=O)(=O)c2ccc(NC(=O)c3cccs3)cc2)CC1 | 19 | 6 | 0.1 | i | 4 | 2 | 20 | -1 | 3 |
| 41 | CCOC(=O)NC1Cc2ccccc2C1Sc1ccccn1 (centres undefined) | 3 | 0 | -0.1 | i | 0 | -4 | -6 | 2 | -1 |
| 42 | O=C(Nc1ccc(N2CCOCC2)cc1)c1ccc2c(c1)OCO2 | -4 | 0 | 1.6 | i | -3 | -1 | -4 | -5 | 1 |
| 43 | O=C(NNC1=C(C(=O)C(F)(F)F)CCC1)c1cccc(O)c1 | -10 | -12 | -0.2 | i | 5 | 6 | 10 | -6 | 0 |
| 44 | CCOc1ccc(CCNC(=O)COC(=O)CSc2ccc(C)cc2)cc1OCC | 5 | -13 | -0.3 | i | -3 | 3 | -2 | 2 | 2 |
| 45 | Cn1c(N/N=C/c2cccs2)nc2c1c(=O)n(Cc1ccccc1)c(=O)n2C | 0 | 6 | 2.7 | + | 3 | 3 | -13 | -2 | -4 |
| 46 | CCCc1nnc(NC(=O)C2CCN(C(=O)c3ccco3)CC2)s1 | -5 | 6 | -0.1 | i | 3 | -2 | -2 | -2 | -1 |
| 47 | COC(=O)c1ccccc1C(=O)N1CCCC(C(=O)c2ccc(OC)c(OC)c2)C1 (centres undefined) | 12 | -4 | 1.8 | i | 0 | 9 | -6 | -5 | 0 |
| 48 | CN(Cc1cnn(C)c1)C(=O)c1ccc(OC2CCN(CCc3ccccc3)CC2)cc1 | 8 | 4 | 0.7 | i | 1 | -1 | -2 | -3 | 6 |
| 49 | Cn1nc(C(F)(F)F)c(C(=O)Nc2cccc(Cl)c2)c1Cl | -7 | -4 | 0.8 | i | -1 | -12 | 0 | -5 | 2 |
| 50 | Cc1cc(-c2nn(-c3ccccc3F)cc2CN(C)CC(O)CO)c(C)s1 (centres undefined) | 10 | 6 | -0.1 | i | -3 | 7 | -1 | -2 | -2 |
| 51 | Cc1ccc(S(=O)(=O)NCc2ccc(C(=O)NC3CCC(O)CC3)cc2)cc1C (centres undefined) | 13 | -12 | 0.0 | i | 2 | -8 | 0 | -8 | 2 |
| 52 | CN(Cc1ccccc1F)C(=O)c1ccc(Oc2ccccc2)cc1 | 14 | 6 | -0.5 | i | -1 | -2 | 15 | -2 | 0 |

Molecules from the list above that have a Cl atom, in the order listed:
| item | molecule | CendR NRP1 mod | eLon inh | MsrA inh | Neddyl block | MT1-MMP act inh | SKN-1 block | FAS TE block | MsrA act | Rin1-Abl PPI inh |
| --- | --- | --- | --- | --- | --- | --- | --- | --- | --- | --- |
| 22 | COc1cc(/C=N/Nc2ccc(Cl)nn2)cc(OC)c1O | 12 | 9 | 4.4 | i | 4 | -13 | 1 | -4 | 2 |
| 27 | Cc1onc(-c2c(F)cccc2Cl)c1C(=O)OCC(=O)Nc1cccc(S(=O)(=O)N(C)C)c1 | 5 | 4 | 0.0 | i | 1 | -5 | 22 | -1 | 0 |
| 28 | CCOc1ccc(C(=O)NC(=S)Nc2ccc(N3CCOCC3)c(Cl)c2)cc1[N+](=O)[O-] | -10 | -8 | 1.7 | i | -3 | 10 | 39 | -4 | -1 |
| 32 | Cc1c(Cl)cnc(NC(=O)COC(=O)/C=C/c2ccco2)c1Cl | -51 | -21 | 0.3 | i | -10 | 16 | 4 | -2 | 3 |
| 34 | CCCCc1nc(Cl)c(CO)n1Cc1ccc(-c2ccccc2-c2nnn[nH]2)cc1 | -10 | -6 | 0.3 | i | 1 | -4 | 0 | -1 | -3 |
| 49 | Cn1nc(C(F)(F)F)c(C(=O)Nc2cccc(Cl)c2)c1Cl | -7 | -4 | 0.8 | i | -1 | -12 | 0 | -5 | 2 |

Source: PubChem
